Insulin prom inh: TRM-6 insulin promoter activity inhibition; TRM-6 cells (human fetal islet line), insulin promoter-eGFP reporter, imaging; reporter expression induced with tamoxifen; inhibition, % at 2 µM; actives 0.9% (n = 130,000);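 active = inhibition above the mean plus 3 SD, with well images judged a real hit on visual review, cut at about 60% in these data, passing the limit was not always enough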
sdo1 growth: sdo1-depleted yeast growth rescue. S. cerevisiae sdo1-depleted JHY4D growth rescue, OD600 30 h; hits give high values; pdr5 snq2 efflux-pump mutant strain. z-score at 10 µM. actives 0.21% (n = 140,000);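 active = z-score above 3 at both the 24 hr and the 30 hr optical density reads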;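 note: z-score against mean and SD of all compound wells on the same plate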
sdo1 growth Rescue 24 h: further read-out of sdo1 growth, marked with its call; z-score; S. cerevisiae sdo1-depleted JHY4D growth rescue, OD600; measured here: growth rescue at 24 h;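 0 is the plate mean of compound wells and units are plate SD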
Active calls of the source: *; . = not tested or not shown; & = joins results of further samples. The list is partial. The share of hits here may be higher or lower than overall.

A first look, 4 compounds:
SMILES	Insulin prom inh	sdo1 growth	sdo1 growth Rescue 24 h
Cc1cc(=O)n(C)c(=O)n1CCCCCN1CCCC1	0	0.35	-0.12
CCN(CC)C(=O)CSc1ncnc2c(-c3cccs3)nsc12	-23	-0.22	0.03
Cc1[nH]cnc1CSCCN	.	-0.16	-0.29
COCCN1Cc2cc3cc(C)ccc3nc2SC1=Nc1ccc(OC)cc1	35	.	.

The list itself, previewed entries included:
SMILES	Insulin prom inh	sdo1 growth	sdo1 growth Rescue 24 h
Cc1cc(=O)n(C)c(=O)n1CCCCCN1CCCC1	0	0.35	-0.12
CCN(CC)C(=O)CSc1ncnc2c(-c3cccs3)nsc12	-23	-0.22	0.03
Cc1[nH]cnc1CSCCN	.	-0.16	-0.29
COCCN1Cc2cc3cc(C)ccc3nc2SC1=Nc1ccc(OC)cc1	35	.	.
CC1=CC(c2ccccc2)n2nc(N3C(=O)CCC3=O)nc2N1 (stereo not given)	-59	1.4	1.1
COC(=O)c1c(NC(=O)c2ccccc2N(C)S(=O)(=O)c2ccccc2)sc2c1CCCC2	.	-0.48	0.32
c1cncc(CSc2ccc(-c3ccc4c(c3)OCO4)nn2)c1	-23	.	.
CNS(=O)(=O)c1ccc2c(c1)NC(=O)C1CCCN21 (stereo not given)	-103	0.11	0.55
CCc1c(C)sc(NC(=O)c2ccco2)c1C(=O)N1CCOCC1	24	0.62	0.42
CC1CCCCC1NC(=O)Cn1c(CN2CCCCC2)nc2ccccc2c1=O (stereo not given)	31	0.64	0.68
COc1ccc(NC(=O)COC(=O)CCCN2C(=O)c3ccccc3C2=O)cc1Cl	-8	-0.96	-0.26
CCN1CCN(C(c2ccc(OC)c(OC)c2)c2nnnn2C(C)(C)C)CC1 (stereo not given)	.	-0.27	-0.59
CCc1cccc(CC)c1NC(=O)c1ccccc1	-41	.	.
CC(=O)c1ccccc1NC(=O)COC(=O)c1ccccc1NC(=O)c1ccccc1	.	0.07	1.1
CCn1nnnc1NCc1cccn1C	.	0.69	0.62
COc1ccc2c(C)cc(SCC(=O)Nc3ccc(Cl)cn3)nc2c1	-7	-0.03	-0.09
COc1ccc(OC)c(NC(=O)CSc2nc3c(c(=O)n(C)c(=O)n3C)n2C)c1	-7	1.8	2.9
Cc1ccc(-c2n[nH]c(=S)n2-c2ccccc2)cc1	-485	-1	-1.1
CCOC(=O)C1CCN(C(=O)c2ccc3c(SCC(=O)O)c4c(nc3c2)CCCC4)CC1	14	.	.
Cc1[nH]n(-c2ccccc2)c(=O)c1/C=N\NC(=O)C1COc2ccccc2O1 (stereo not given)	.	0.93	0.8
COC(=O)Nc1nc2c(C)cccc2s1	33	0.66	0
Cc1ccc(C)c(OCC(=O)Nc2ccc3c(c2)OCO3)c1C	-88	-1.3	-1.5
Cc1nn(-c2ccccc2)c2sc(C(=O)N3CCOCC3)cc12	-27	-0.05	-0.53
OC(CN1CCOCC1)C12CC3CC(CC(C3)C1)C2 (stereo not given)	.	2.7	-0.48
O=C(NCc1ccccc1)C(c1ccco1)N(C(=O)c1ccccn1)c1ccc(F)cc1 (stereo not given)	-20	.	.
O=C(O)C(CC(=O)N1CCOCC1)NCc1ccccc1 (stereo not given)	33	.	.
O=C(c1ccc(Cn2c(=O)[nH]c3ccccc3c2=O)cc1)N1CCN(c2ccc(F)cc2)CC1	.	0.51	0.77
Cc1ccc(C(=O)C2=C(O)C(=O)N(CCN(C)C)C2c2ccccn2)o1 (stereo not given)	19	.	.
CCN(Cc1ccccc1)Cc1cccc([N+](=O)[O-])c1	.	-0.13	-0.24
CCOc1ccc(NC(=O)CSc2nnc(Cn3c(=O)sc4ccccc43)n2C)cc1	.	-1.2	-1.3

Record cards, as listed above. Order of screens: Insulin prom inh, sdo1 growth, sdo1 growth Rescue 24 h
`CCOC(=O)C1CCN(C(=O)c2ccc3c(SCC(=O)O)c4c(nc3c2)CCCC4)CC1` in the list: 14, ., .
`O=C(c1ccc(Cn2c(=O)[nH]c3ccccc3c2=O)cc1)N1CCN(c2ccc(F)cc2)CC1` in the list: ., 0.51, 0.77
`Cc1[nH]n(-c2ccccc2)c(=O)c1/C=N\NC(=O)C1COc2ccccc2O1` (stereo not given) in the list: ., 0.93, 0.8
`Cc1nn(-c2ccccc2)c2sc(C(=O)N3CCOCC3)cc12` in the list: -27, -0.05, -0.53

The list goes on:
SMILES	Insulin prom inh	sdo1 growth	sdo1 growth Rescue 24 h
CCN1CCN(C(=O)/C=C/c2c(F)cccc2Cl)CC1	38	0.22	-0.35
Cc1cc(=O)n2ccccc2c1C#N	4	0.63	-1.8
O=C(O)Cn1c(C(F)(F)F)nc2ccccc21	-111	0.45	0.32
CCOc1ccc2ccccc2c1C(=O)Nc1cc(=O)n(C)c(=O)n1C	.	0.35	0.79
CCC1(CC)Cc2ccccc2-c2nc(-c3ccccc3)oc(=O)c21	9	-0.3	-0.5
CC(C)c1ccc(NC(=O)C2CCCN(S(=O)(=O)c3cnc[nH]3)C2)cc1 (stereo not given)	.	1.3	3.6
O=C(c1ccco1)N1CCN(c2ncnc3c2nnn3Cc2ccccc2Cl)CC1	-6	-0.74	-0.83
O=c1[nH]c(/C(Cl)=C/c2cccc(F)c2)nc2cc(C(F)(F)F)ccc12	27	.	.
C=CCOC(=O)CSCC(NC(=O)OC(C)(C)C)C(=O)OCC (stereo not given)	-10	-0.07	-0.52
Fc1cccc(Nc2cc(-n3cccn3)ncn2)c1	10	-0.54	-0.55
CC(C)(CO)NCc1cc(Br)ccc1OCc1ccccc1	-50	0.8	0.34
NNC(=O)C(Cc1ccccc1)NC(=O)OCc1ccccc1 (stereo not given)	35	.	.
Cc1ccc2oc(=O)cc(/C=C/c3ccccc3)c2c1	8	-1.5	-1.7
COc1ccc2oc(C(=O)c3ccccc3)c(NC(=O)CN3CCN(C)CC3)c2c1	.	-0.71	-0.64
CCOC(=O)Nc1ccc2c(c1)N(C(=O)N(CC)CC)c1ccccc1CC2	-56	-0.62	-0.28
CCOc1ccccc1OCC(=O)Nc1ccc(S(=O)(=O)N(C)C)cc1	31	-0.93	-1.2
O=C(NC(=S)Nc1nc(-c2ccccc2)cs1)c1cncc(Br)c1	.	0.86	2
O=C(Nc1ccccc1)O/N=C/c1ccncc1	19	0.02	-0.57
C=C(C)C1CC=C(C)/C(=N\NC(=O)CCc2ccccc2)C1 (stereo not given)	6	-0.2	0.94
CCOc1ccc(OCC)c(S(=O)(=O)N2CCC(C)CC2)c1	0	0.17	0.89
CCOc1cc(/C=N/O)cc(Cl)c1OC	23	0.56	0.87
O=C(c1cc2ccccc2o1)N1CCN=C1SCc1cccc(F)c1	.	-0.77	-1.1
CN(CC1COc2ccccc2O1)C(=O)c1ccc(N(C)C)cc1 (stereo not given)	-100	.	.
Fc1cccc2sc(N3CCCCC3)nc12	-47	0.02	-0.8
CC(=O)c1ccccc1Oc1nc(CN2CCOCC2)nc2scc(-c3cccs3)c12	.	-0.33	-0.48
O=C(O)c1ccc(N2CC3CC(C2)c2cccc(=O)n2C3)c(NC(=S)Nc2ccc(Br)cc2)c1 (stereo not given)	-14	.	.
COc1ccc(/C=C/C2=NNC(=O)CC2)cc1	32	.	.
CCCCNC(=O)CC(C(=O)N1CCc2ccccc21)n1ccnc1 (stereo not given)	55	-0.63	-0.89
COC(=O)c1c(C)[nH]c(C)c1-c1ccc(C)cc1	44	-0.92	-1.4
Cc1c(NC(=O)CN2CCN(c3cccc(Cl)c3)CC2)c(=O)n(-c2ccccc2)n1C	-78	.	.
Cc1ccc(CSc2nc3[nH]ncc3c(=O)[nH]2)cc1	-46	.	.
CCCCCCCCSc1nnc(CSc2nc3nc(C)cc(C)n3n2)o1	.	-0.92	-0.4
Cc1noc(NS(=O)(=O)c2ccc(NC(=O)c3ccc(Br)o3)cc2)c1C	15	1.5	0.73
Cc1csc(Sc2ccc(C(=O)OCC(=O)Nc3ccc(OC(F)(F)F)cc3)cc2[N+](=O)[O-])n1	.	-0.56	-0.07
NC(=O)CSc1nc2c(sc3ccccc32)c(=O)n1CCCN1CCOCC1	0	0.26	0
CC(C)CC(/C(O)=C(\C#N)c1nc2ccccc2[nH]1)N1C(=O)c2ccccc2C1=O (stereo not given)	.	0.07	1.1
O=C(CSc1ncn(-c2ccccc2)n1)N1CCN(c2ccccc2)CC1	5	-0.19	-0.08
Cc1onc(-c2ccccc2Cl)c1C(=O)N1CCOC12CCCCC2	25	.	.
Cc1ccc(OCC(=O)N/N=C\c2cccs2)c([N+](=O)[O-])c1	42	-0.8	-1.4
Cc1ccc(-c2cc3nc(-c4ccccc4)cc(N4CCC5(CC4)OCCO5)n3n2)cc1	-11	-1.8	-0.96
COCCNC(=O)CN1CCC(NC(=O)Nc2ccccc2)CC1	.	0.4	-0.54
CC(=O)NC(CC(=O)Nc1ccc(S(=O)(=O)N2CCCC2)cc1)c1ccccc1 (stereo not given)	.	-0.05	0.22
Clc1ccc(-c2nnc(SCc3cn4ccsc4n3)n2CC2CCCO2)cc1 (stereo not given)	-19	-0.14	0.27
COCCNCCCCOc1c(Cl)cc(C)cc1Br	-4	0.51	-0.08
FC(F)(F)c1ccc(Cl)c(NC(=S)N/N=C/c2ccccc2C(F)(F)F)c1	2	0.36	-0.25
CCC(=O)NC(NC(=S)Nc1ccc(S(N)(=O)=O)cc1)C(Cl)(Cl)Cl (stereo not given)	.	0.4	-0.11
COc1ccccc1Oc1nc(-c2ccccc2)cc(C)c1S(C)(=O)=O	-10	-0.72&-1.5	0.19&-0.65
Cc1cc(S(=O)(=O)Nc2ccc(C(=O)N3CCN(C(=O)c4ccco4)CC3)cc2)ccc1F	-4	-0.28	-0.97
O=C(Nc1ccc(Cl)cc1)Nc1cc(S(=O)(=O)N2CCOCC2)ccc1N1CCCC1	7	0.55	-0.34
CC[C@H](C)[C@H](NC(N)=O)C(=O)OCC(=O)NCc1ccc(Cl)cc1	29	.	.
O=S(=O)(Nc1ccc2c(c1)OCCO2)c1cccc2nsnc12	14	0.51	-0.23
Cc1cc2cc(CN(Cc3cccs3)C(c3nnnn3C(C)(C)C)C(C)C)c3nnnn3c2cc1C (stereo not given)	-438	-0.93	0.63
O=C(O)C1Cc2ccccc2CN1C(=O)CCl (stereo not given)	-73	.	.
COc1cc(C2C(C(=O)c3ccco3)=C(O)C(=O)N2Cc2cccnc2)cc(OC)c1OC (stereo not given)	7	0.76	0.2
Cc1ccc2c(c1)C(c1ccc(F)cc1)N(C(=O)C1CC1)CC(=O)N2 (stereo not given)	.	0.19	-0.73
CC(C)Cn1c(N2CCN(CC(=O)Nc3ccc(Cl)cc3)CC2)nc2ccccc21	38	.	.
O=C(CSc1nnc(-c2cccc(F)c2)o1)Nc1nncs1	29	.	.
O=C(OCC(=O)c1ccc(Cl)cc1Cl)c1ccc2c(c1)C(=O)N(c1cccc3ncccc13)C2=O	.	-0.42	-1.7
CC(=N)C1=C(O)CC(C)(C)CC1=O	26	1.6	2.1
CC(=O)Nc1ccc(S(=O)(=O)NCC2CCC(C(=O)NC(C)c3ccccc3)CC2)cc1 (stereo not given)	-58	.	.
The results go on.
SMILES	Insulin prom inh	sdo1 growth	sdo1 growth Rescue 24 h
Cc1ccc(S(=O)(=O)N2CC3(C)CN(S(=O)(=O)c4ccc(C)cc4)CC(C)(C2)C3)cc1	-9	-0.59	-0.85
Cc1ccc(S(=O)(=O)N2CCOCC2)cc1C(=O)OCC(=O)N1CCc2ccccc2C1	-21	-0.14	0.68
CCN(CC)c1ccc(/C=C(\C#N)c2nc(-c3cccs3)c(NC(C)=O)s2)cc1	.	0.21	0.71
COc1ccccc1NC(=S)N1CCN(Cc2ccc3c(c2)OCO3)CC1	0	1.4	2
COc1ccc(C(=O)Nc2oc(-c3ccccc3)c(-c3ccccc3)c2C#N)cc1OC	.	0.29	0.77
OCCNCc1cc(Br)ccc1OCc1ccc(Cl)cc1	6	0.22	-0.19
COc1ccc(N2C(=S)NC(C)(C)CC2(C)c2ccc(OC(C)=O)cc2OC(C)=O)cc1 (stereo not given)	-36	.	.
CCCCCn1cnc2sc(CC)cc2c1=O	6	0.72	0.86
CN(C)c1ccc(S(=O)(=O)c2ccc(Cl)cc2)cc1	74*	-0.68	-0.04
O=c1[nH]n(-c2cccc(Cl)c2)c2ncccc12	21	-0.11	0.15
Cc1ccc(C2(O)CN(c3ccccc3)C3=[N+]2CCS3)cc1 (stereo not given)	.	0.8	0.01
Cc1c(CNC(=O)c2cnn3c2NC(c2ccc(Br)cc2)CC3C(F)(F)F)cnn1C (stereo not given)	81*	-0.57	0.67
CC(O)CN(Cc1cccc(Cl)c1)CC(C)O (stereo not given)	8	0.29	-0.23
COC(=O)c1ccccc1NC(=O)CN(c1ccccc1)S(=O)(=O)N(C)C	-44	-0.71	1.6
N#CC1=C(N)Oc2ccccc2C12C(=O)Nc1n[nH]c(-c3ccccc3)c12 (stereo not given)	-22	0.09	0.71
CCCc1nn(C)c(C(=O)Nc2ccccc2)c1Cl	.	0	-0.14

From PubChem
